ROCK2 blocker: inhibitors of human ROCK2 kinase, primary screen, biochemical, high-throughput, luminescence. Rho-associated protein kinase 2 (Homo sapiens), O75116. purified ROCK2, Kinase-Glo ATP depletion luminescence. inhibition, % at 6 µM. actives 0.35% (n = 60,000). AID 604, 2007;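 active means inhibition above the screen-wide mean inhibition plus 3 SD, cut at about 18% in these data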;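 further: plate controls were DMSO wells for no effect and Y-27632 control wells after no-enzyme background subtraction for full effect; many of its hits are not listed in these tables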
PKA inh: inhibitors of human PKA kinase activity, primary screen, biochemical, ATP-depletion luminescence, Kemptide substrate; cAMP-dependent protein kinase catalytic subunit alpha (Homo sapiens), P17612; PKA Kemptide phosphorylation, Kinase-Glo ATP luminescence; inhibition, % at 6 µM; actives 0.1% (n = 65,000);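 active means inhibition above the screen-wide mean inhibition plus 3 SD, cut at about 21% in these data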; further: many of its hits are not listed in these tables
Ecoli tolC: growth inhibitors of E. coli tolC mutant, primary screen, strain BW25113 ΔtolC::kan, 384-well; OD615; growth inhibition, % at 10 µM (by protocol); actives 2.2% (n = 65,000);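 active means growth inhibition at or above a cutoff equal to the mean over every tested compound plus 3 SD, cut at about 60% in these data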;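 further: growth measured after 20 h incubation at 37 °C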
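signal = optical density read at 615 nm | test system = E. coli ΔtolC::kan strain BW25113 | timing = 20 h compound exposure of bacteria at 37 °C | buffer or medium = LB medium plus 50 µg/mL kanamycin | compound dosing = 10 µM final, single dose | evaluation = % inhibition of E. coli growth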
NADH enzymes: inhibitors of PK/LDH coupling enzymes, profiling panel, artefact control, biochemical, MLSMR library; coupled PK/LDH NADH assays, four targets; IC50, µM (top dose mostly 10 µM), inactives show at the highest dose inhibition; actives 0.02% (n = 65,000); AID 774, 2007;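 active means single-dose screening hits from any of four coupled enzyme assays that gave an IC50 when retested across doses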;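 further: the DPM-DC format reads NADH fluorescence rather than 340 nm absorbance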
JNK3 blocker: JNK3 kinase activity inhibitors, primary screen, biochemical, human, purified enzyme. Mitogen-activated protein kinase 10 (Homo sapiens), P53779. HTS. inhibition, % at 8 µM. actives 0.61% (n = 60,000); in the data active means inhibition above about 17%;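 further: 0% = DMSO and 100% = reference inhibitor; many of its hits are not listed in these tables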
MMP-13 inhibitor: human MMP13 inhibitors, primary screen, biochemical, FRET peptide cleavage | MMP-13 fTHP FRET cleavage, Mca fluorescence | inhibition, % at 4 µM | actives 0.07% (n = 65,000) | AID 570, 2006;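 active means inhibition above the mean of compound-free control plate wells plus 3 SD, cut at about 14% in these data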;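 further: 0% = DMSO wells and 100% = wells with reference MMP-13 inhibitor after basal subtraction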
Fluor 339 460: intrinsic fluorescence of library compounds, ex339/em460 – biochemical, MLSMR library, data from DPM-DC assay, artefact control, profiling panel; compound autofluorescence, ex339/em460 nm, NADH buffer; active compounds read high; 1 = no-compound wells, NADH background; AID 709, 2007; fluorescence fold increase at 10 µM; actives 5.5% (n = 65,000);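 active means at 10 µM, mean starting fluorescence two-fold or more over control wells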;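 further: signal is the first read of a kinetic run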
HEK293 NFkB inh: inhibitors of PMA/ionomycin-induced NF-kB reporter, primary screen, antigen receptor NF-kB inhibitor project, cell-based, HEK-293 luciferase reporter, luminescence. actives 0.21% (n = 62,000). AID 465, 2006. HEK-293 NF-kB luciferase reporter. inhibition, % at 3 µM;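 active means inhibition above the mean of all tested compounds plus 3 SD, cut at about 40% in these data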;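 further: 0% = stimulated DMSO wells and 100% = 10 µM reference inhibitor 5653914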
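Material: HEK-293 cells with stable firefly luciferase reporter driven by four HIV NF-kB elements / Also added: PMA plus ionomycin mix as NF-kB-activating stimulus / Compound dosing: 3 µM once, 0.30% DMSO / Times: 1 h pretreatment, 16 h stimulation, 37 °C / Signal: luminescence / Evaluation: per-plate % inhibition versus controls / Benchmarks: DMSO and 10 µM reference inhibitor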
A340 absorber: compound light absorbance at 340 nm, profiling panel, artefact control, biochemical, MLSMR library, data from PS, PMK, MK assays. compound absorbance at 340 nm, fold over control. fold change at 10 µM. 65,000 tested, under 10 active. AID 708, 2007;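 active means at 10 µM dose, initial 340 nm absorbance at least 2 fold that of control wells; inactive means change under 2 fold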;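 further: initial absorbance extrapolated from kinetic A340 decline of NADH oxidation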
Numbers without * were called inactive; i = inactive; . = no result given; [ ] = another dose, or the depositor's remark. These rows are one share of the data. The share of hits here may be higher or lower than overall.

SMILES	ROCK2 blocker	PKA inh	Ecoli tolC	NADH enzymes	JNK3 blocker	MMP-13 inhibitor	Fluor 339 460	HEK293 NFkB inh	A340 absorber
O=C(CC1SC(=NC2CCCCC2)NC1=O)Nc1ccccc1 (stereo unspecified)	3	8	-2	7%	5	-10	1	16	1
CC1CC(C)CN(C(=O)COc2ccc(-c3nnco3)cc2)C1 (stereo unspecified)	6	12	-16	4%	-1	-3	1	-7	1
COC(=O)c1c(NC(=O)CSc2nnc(-c3cccnc3)n2Cc2ccco2)sc(C)c1C	8	5	27	3%	15	4	1.1	8	1
CCOC(=O)C1=C(C)OC(N)=C(C#N)C1C1CCCCC1 (stereo unspecified)	5	6	5	3%	7	2	1.1	12	1
C#CC(CC)(CC)NC(=O)c1c(C)noc1C	1	-1	3	3%	2	-2	1.1	1	1
Fc1ccc(C2=Nn3c(nnc3-c3n[nH]c4c3CCC4)SC2)cc1	1	5	20	4%	-5	-10	1.1	30	1.1
CCCC(c1nnnn1C1CCCC1)N1CCN(C(=O)c2ccco2)CC1 (stereo unspecified)	3	4	-13	7%	-4	-13	1.1	11	0.98
COc1cc(-c2nc(Cc3c(F)cccc3Cl)no2)cc(OC)c1OC	-9	-1	-5	10%	-4	0	1.1	4	1
Fc1ccc(CN2CCCCCC2)c(F)c1	4	7	-19	13%	11	0	1.1	9	1.1
CN(Cc1ccccc1)Cc1nc2c(c(=O)n(C)c(=O)n2C)n1CCc1ccccc1	4	0	23	4%	13	-2	1.1	-6	1
O=C(NCC(c1cccnc1)N1CCN(c2ccccc2)CC1)OCc1ccccc1 (stereo unspecified)	5	5	27	6%	2	10	1.1	10	0.99
Cc1cccc(N2CCN(C(=O)CSCc3c(C)noc3C)CC2)c1C	6	6	21	5%	1	2	1.1	24	0.97
CC(C)CC(=O)Nc1ccccc1N1CCOCC1	6	8	-5	3%	2	5	1	7	1
COc1ccc(OC)c(C(=O)CSc2nnc(-c3ccc(OC)c(OC)c3)o2)c1	-9	-3	-16	5%	-8	5	2*	14	1
COc1ccc(C2C=C(c3ccc(Cl)cc3)Nc3nc(NC(C)=O)nn32)cc1 (stereo unspecified)	-3	4	18	1%[fluoresces]	0	i[fluorescence artefact?]	2.3*	.	1.1
CCc1ccc2[nH]c(=O)c(CN(CCO)C(=O)NCc3ccccc3)cc2c1	-2	-5	-7	5%	-3	-8	1.6	31	0.99
c1ccc(OCc2nc(-c3ccccc3)no2)cc1	-1	-1	4	1%	0	1	1.1	4	1
N#CCSc1nnc(Cc2cccc3ccccc23)n1C1CCCCC1	7	8	50	7%	1	-1	1.1	19	1
CCC1CCCCN1C(=O)N[C@@H](Cc1ccccc1)C(=O)O (stereo partly specified)	2	6	-6	12%	0	2	1.1	13	1
CCc1nnc(SCC(=O)N2CCCc3ccccc32)nc1CC	1	10	19	9%	4	4	1.1	19	0.98
CC(C)(C)NC(=O)C(c1ccco1)N(C(=O)c1ccc(CN2CCOCC2)o1)c1ccccc1 (stereo unspecified)	0	10	-13	6%	-7	1	0.97	24	1
COc1ccc(CN(C#N)c2nc(SC)nc(N(C)C)n2)cc1	-4	3	4	0%	2	-4	1.1	.	1
CCOCC(=O)Nc1ccc(S(=O)(=O)Nc2ncccn2)cc1	5	1	-10	3%	4	1	1.1	11	1
CC1(C)Cc2ccccc2C(Nn2cnnc2)=N1	-4	-11	-12	3%	-7	4	1.1	17	1
Cc1cccc(Cn2c(N3CCN(c4ccccc4)CC3)nc3c2c(=O)n(C)c(=O)n3C)c1	5	5	47	9%	2	1	1.1	-10	0.98
SMILES	ROCK2 blocker	PKA inh	Ecoli tolC	NADH enzymes	JNK3 blocker	MMP-13 inhibitor	Fluor 339 460	HEK293 NFkB inh	A340 absorber
Cn1cccc1Cc1nnc(SCC(=O)Nc2ccc(F)cc2F)n1-c1ccc(F)cc1	2	-2	14	4%	-2	-4	1	5	0.99
CCC(=O)Nc1c(C#N)c2nc3ccccc3nc2n1-c1ccc(C)cc1	10	6	24	10%[fluoresces]	13	-42[fluorescence artefact?]	3.7*	2	1.1
CC(C)c1nccn1S(=O)(=O)c1cc(Cl)ccc1Cl	5	6	-7	2%	0	3	1	-12	0.99
CCCCC(=O)Nc1ccc2oc(-c3cccnc3)nc2c1	6	9	-4	7%[fluoresces]	5	-226[fluorescence artefact?]	3.9*	6	1
C[C@H]([C@@H](N)C(=O)N[C@@H](C(=O)O)[C@@H]1O[C@H](n2ccc(=O)[nH]c2=O)[C@@H](O)[C@H]1O)[C@@H](O)c1ccc(O)cn1	.	.	-16	0%	.	.	1.1	.	1
Cc1nn(C)cc1CNC(=O)c1cc2n(n1)C(C(F)(F)F)CC(c1cccs1)N2 (stereo unspecified)	4	6	10	11%	-1	-3	1.1	3	0.96
Cc1cc(C(F)F)n2nc(C(=O)NCc3ccccc3F)nc2n1	-3	7	7	2%	5	-4	1.1	21	1.1
COc1ccc(OC)c(C2C(C(=O)c3cccs3)=C(O)C(=O)N2CCN(C)C)c1 (stereo unspecified)	0	3	-8	7%	-7	-4	1.1	9	1.1
O=C(Nc1cccnc1)c1coc(=O)c2ccccc12	3	7	-19	10%	0	-12	1.5	20	1
Cc1cc2c(cc1C)/C(=C\C(N)=O)NC(C)(C)C2	4	10	13	5%	2	0	1.1	12	1.1
COc1ccccc1N1CCN(S(=O)(=O)c2cnc[nH]2)CC1	-5	-12	-7	4%	-2	3	1.1	6	1
COc1cc(Cl)c(C)cc1NC(=O)COc1cc(C)nc(C(C)C)n1	10	8	6	9%	7	-1	1	11	0.99
Cc1cc2nc(C3CCN(CC4COc5ccccc5O4)CC3)[nH]c2cc1C (stereo unspecified)	4	6	48	11%	-5	1	1	9	0.99
O=C(NCc1ccco1)c1cc(S(=O)(=O)N2CCOCC2)ccc1Cl	2	9	-22	4%	4	-2	1.1	10	1
CC(=O)N(C)c1nc(-c2ccc(Cl)cc2)cs1	.	4	-12	4%	.	3	1.1	4	1
COCCN1C(=O)C(=O)/C(=C(/O)c2ccc(OC(C)C)cc2)C1c1cccnc1 (stereo unspecified)	1	4	-15	3%	4	-2	1	16	1.1
CCC(=NCCN1CCNCC1)C1=C(O)CC(C)(C)CC1=O	-3	-3	-8	9%	-3	-3	1	-3	1
CC1CCN(CC(=O)Nc2ccccc2C#N)CC1	8	9	-2	3%	-4	2	1.1	7	1
O=C(c1ccc(Br)o1)N1CCN(C/C=C/c2ccccc2)CC1	3	5	12	4%	5	0	1.1	7	1
O=C1c2ccccc2C(=O)N1Cc1ccc2c(c1)OCO2	-1	-4	0	4%	7	6	1.1	13	1.1
O=C1c2ccccc2C(=O)N1CCCCSc1nnc(-c2ccc(OC(F)F)cc2)o1	2	7	7	4%	8	6	1.1	14	1
N#Cc1nc(-c2ccccc2F)oc1N1CCCC1	6	10	5	6%[fluoresces]	3	i[fluorescence artefact?]	3.6*	-4	1.1
CCCc1[nH]nc2c1C(c1cccc(OC(=O)c3ccco3)c1)C(C#N)=C(N)O2 (stereo unspecified)	2	3	23	2%	2	3	1.1	5	0.99
COc1ccc(OC)c(NC(=O)C2CCCC2)c1	7	11	-8	7%	0	5	1.1	19	1
COc1ccc(-c2[nH]c(-c3ccc(F)cc3)nc2SCC(=O)NCc2ccco2)cc1OC	4	7	26	12%	-7	-18	1.6	-2	1.1
SMILES	ROCK2 blocker	PKA inh	Ecoli tolC	NADH enzymes	JNK3 blocker	MMP-13 inhibitor	Fluor 339 460	HEK293 NFkB inh	A340 absorber
COc1ccccc1NC(=O)c1sc2nc(-c3ccco3)ccc2c1N	2	7	5	7%[fluoresces]	8	-2	3.8*	1	1.1
CCOC(=O)c1sc(NC(=O)CCN2CCOCC2)c(C(=O)OCC)c1C	3	7	-7	3%	-2	-5	1.2	16	1
C=CCC(CC=C)(C(=O)O)c1ccccc1	8	7	-8	3%	-7	0	1.1	17	1
CC(C)C(=O)Nc1cccc(NC(=O)CCN2C(=O)c3ccccc3S2(=O)=O)c1	0	-7	-17	6%	4	3	1	6	1
CCn1cc(C(=O)NCC2CCCO2)c2cc(OC)c(OC)cc2c1=O (stereo unspecified)	.	2	0	7%	.	-4	1.1	12	1.1
CC1CN(CCC(=O)Nc2ccc3c(c2)OCO3)CC(C)O1 (stereo unspecified)	.	4	-10	5%	.	-2	1.1	-2	1
Cc1nn(-c2ccccc2)c(C)c1P(=O)(c1ccccc1)N(C)C (stereo unspecified)	0	-4	-5	3%	-1	3	1.2	21	1
CS(=O)(=O)N(CC(=O)NCc1ccncc1)c1cc(Cl)cc(Cl)c1	.	11	-3	5%	.	4	1.1	21	1
CC(C)Cn1c(=O)c(C(=O)NCc2ccccn2)c(O)c2ccccc21	2	-1	-3	11%	-4	-6	1	0	0.99
CCOC(=O)C(C#N)C(Cc1ccccc1)c1ccco1 (stereo unspecified)	4	2	-2	2%	-13	1	1	.	1
CCNC(=O)CSc1nc2ccccc2c(=O)n1CCCOC(C)C	10	11	-11	5%	2	-3	1.1	13	1
CCOC(=O)C1CCN(S(=O)(=O)c2cccc(-c3cn4cccnc4n3)c2)CC1	10	5	-5	5%[fluoresces]	5	-377[fluorescence artefact?]	2.1*	5	1.1
Cc1nn(-c2nc3ccccc3n2Cc2ccccc2)c2c1C(=O)CC(C)(C)C2	-3	9	91*	3%	-9	0	1.1	20	1
O=C(COc1ccc(Cl)cc1)OCC(=O)N1CCCCCC1	3	-2	3	4%	-1	0	1	10	1
Cc1cc(SCNC(=O)c2ccccc2)ncn1	0	-1	-7	1%	-3	0	1.1	20	1.1
CC(=O)N1CCN(c2ccc(NC(=O)c3ccc4c(c3)OCCO4)cc2)CC1	2	12	-29	10%	-11	6	1.1	20	1.1
CCCCCOC(=O)Nc1ccc(S(=O)(=O)Nn2cnnc2)cc1	7	10	-8	0%	7	-4	1.1	16	1.1
Cc1cccc(-n2c(Cc3ccccc3)nnc2SCC(=O)N2CCOCC2)c1	3	6	-5	9%	-2	-2	1.1	22	0.99
COc1ccccc1NC(=O)CS(=O)(=O)c1cccc2nsnc12	5	2	-11	6%	-4	0	1.1	13	1
COc1ccc(S(=O)(=O)Nc2cc(C(C)C)c(O)cc2C)cc1	8	11	39	1%	-1	1	1.1	16	1.1
CC1CCc2cccc3c2N1c1cc(C#N)c(C#N)cc1O3 (stereo unspecified)	10	8	23	11%	-7	3	1.4	2	1
COC(=O)c1ccc(NC(=O)CCNS(=O)(=O)c2cccc3nonc23)cc1	.	-3	20	4%	.	-3	1.1	7	1
COC(=O)c1ccccc1NS(=O)(=O)c1ccc(O)c(C(=O)O)c1	8	10	5	4%	1	2	1.1	3	1.1

Compound activity (PubChem BioAssay)
